# Compound activity as filed in PubChem.
# Growth percent in the NCI-60 one-dose screen (48 h, 10 µM unless noted): 100 = growth as untreated, 0 = no growth, -100 = all killed.
# NCI-H226: NCI-H226 lung cancer. AID 1794732. actives 3.5% (n = 79,000)
# NCI-H23: NCI-H23 lung cancer; actives 4% (n = 80,000); AID 1794731
# RXF 393: RXF 393 renal cancer cells. actives 6.9% (n = 77,000)
# NCI/ADR-RES: NCI/ADR-RES ovarian cells | actives 4.4% (n = 81,000)
# NCI-H522: NCI-H522 lung cancer; actives 8% (n = 78,000); AID 1794739
# ACHN: ACHN renal cancer. actives 4.9% (n = 81,000). AID 1794771
# A498: A498 renal cancer cells; actives 5.4% (n = 76,000); AID 1794774
# CAKI-1: CAKI-1 renal cancer; actives 4.7% (n = 75,000); AID 1794772
# NCI-H460: NCI-H460 lung cancer; actives 6.8% (n = 82,000); AID 1794736
# Starred values were filed as active, the others as inactive; x = not tested or not shown. How the source made its calls: active means growth percent below 10; inactive means the rest. The order is random; overall some 12% were active at least once.
SMILES,NCI-H226,NCI-H23,RXF 393,NCI/ADR-RES,NCI-H522,ACHN,A498,CAKI-1,NCI-H460
NNC(=O)NC(N)=O,108,95,108,99,84,100,105,102,111
COc1c(F)cccc1/C=C/C(=O)/C=C(/C=C/c1cccc(F)c1OC)OB(F)F,112,99,112,104,94,105,104,101,102
CN(C(=O)c1ccccc1)c1ccccc1,99,99,100,104,89,x,88,x,107
COC(=O)CCNc1ccccc1,105,92,102,93,88,124,101,80,99
C=CC[n+]1ccccc1,106,101,126,111,110,111,101,101,107
CCOC(=O)C1=C(N)Oc2c(sc3c(CC)cccc23)C1c1ccc(Cl)cc1 (stereo not given),82,87,95,100,93,94,102,94,101
CCOC(=O)c1nc(Nc2ccc(C(C)=O)cc2)sc1C,99,94,109,101,87,101,75,95,105
O=C1C2Sc3[nH]c(=O)sc3C(CCc3ccccc3)C2C(=O)N1c1ccc(Cl)cc1 (stereo not given),115,104,103,119,90,101,114,91,107
CC(=O)/C(=C\c1ccc(Cl)c(Cl)c1)C(=O)CCN(C)C,98,106,107,111,83,94,74,105,103
C[C@H]1[C@H]2[C@H]3CC[C@@H]4[C@@]5(C)CC[C@H](O)C(C)(C)[C@@H]5CC[C@@]4(C)[C@]3(C)CC[C@]23CO[C@]1(C)[C@@H](C(=O)/C=C\c1ccco1)C3,100,99,110,95,88,44,96,56,109
C=C1[C@]2(C)CC3[C@@]4(C)CC[C@H](O)C(C)(C)C4CC[C@@]3(C)[C@@]1(C(=O)OC)C=C(C)C2=O (stereo not given in full),94,98,108,98,81,100,126,80,99
COc1ccc(CCNC(=O)CC(C)=O)cc1,109,114,107,107,107,102,93,98,103
CCN(CC)c1ccc(C=O)c(OCc2cn(CC(=O)Nc3ccc(OC)cc3)nn2)c1,100,x,99,110,104,100,127,109,114
CC[C@H](C)[C@@H](C(=O)OC)n1cc(CNC(=O)[C@@H](Cc2ccccc2)NC(=O)OCc2ccccc2)nn1,x,104,104,94,87,x,83,83,104
C/C(=N\Nc1nc2ccccc2s1)c1ccncn1,42,42,9.6*,23,4.4*,13,63,30,23
Cc1cn(C(C=O)OC(C=O)CO)c(=O)[nH]c1=O (stereo not given),105,107,x,107,98,107,111,105,105
CCCCCCCCCCCCNCCC#N,97,97,94,104,71,88,94,82,103
O=[N+]([O-])c1ccc(N2CCCC(n3cccc3)C2)c([N+](=O)[O-])c1 (stereo not given),100,97,108,101,82,x,99,87,107
N#Cc1c(-c2cccs2)cc(-c2ccccn2)[nH]c1=O,94,96,106,59,95,92,114,89,104
COc1ccc(-c2nnc(SCC(=O)NNC(=O)c3cc(OC)c(OC)c(OC)c3)o2)cc1,90,91,92,92,87,91,97,83,98
Clc1cc2nc(-c3cc(-c4ccc5c(c4)OCO5)n[nH]3)[nH]c2cc1Cl,77,85,90,86,48,59,60,78,61
COc1ccc(-c2cn3c(ccc4ccccc43)n2)cc1,88,98,121,96,87,81,116,93,98
CC(C)(C)C1=CC(=C2C=C(C(C)(C)C)C(=O)C(C(C)(C)C)=C2)C=C(C(C)(C)C)C1=O,101,89,104,111,87,93,102,78,102
Cc1nn(-c2ccccc2)cc1/C=N/Nc1nc(Nc2ccccc2)nc(Nc2ccc(S(N)(=O)=O)cc2)n1,-59*,-15*,-20*,76,0.8*,0.8*,-30*,-28*,-36*
COC(=O)C1=Nc2ccc(F)cc2/C1=C\c1sc(N)nc1O,100,91,102,106,70,94,85,72,100

# Given tab-delimited: entries from further up.
mol	NCI-H226	NCI-H23	RXF 393	NCI/ADR-RES	NCI-H522	ACHN	A498	CAKI-1	NCI-H460
COC(=O)CCNc1ccccc1	105	92	102	93	88	124	101	80	99
C=CC[n+]1ccccc1	106	101	126	111	110	111	101	101	107
CCOC(=O)C1=C(N)Oc2c(sc3c(CC)cccc23)C1c1ccc(Cl)cc1 (stereo not given)	82	87	95	100	93	94	102	94	101
CCOC(=O)c1nc(Nc2ccc(C(C)=O)cc2)sc1C	99	94	109	101	87	101	75	95	105
O=C1C2Sc3[nH]c(=O)sc3C(CCc3ccccc3)C2C(=O)N1c1ccc(Cl)cc1 (stereo not given)	115	104	103	119	90	101	114	91	107
CC(=O)/C(=C\c1ccc(Cl)c(Cl)c1)C(=O)CCN(C)C	98	106	107	111	83	94	74	105	103
C[C@H]1[C@H]2[C@H]3CC[C@@H]4[C@@]5(C)CC[C@H](O)C(C)(C)[C@@H]5CC[C@@]4(C)[C@]3(C)CC[C@]23CO[C@]1(C)[C@@H](C(=O)/C=C\c1ccco1)C3	100	99	110	95	88	44	96	56	109
C=C1[C@]2(C)CC3[C@@]4(C)CC[C@H](O)C(C)(C)C4CC[C@@]3(C)[C@@]1(C(=O)OC)C=C(C)C2=O (stereo not given in full)	94	98	108	98	81	100	126	80	99
COc1ccc(CCNC(=O)CC(C)=O)cc1	109	114	107	107	107	102	93	98	103
CCN(CC)c1ccc(C=O)c(OCc2cn(CC(=O)Nc3ccc(OC)cc3)nn2)c1	100	x	99	110	104	100	127	109	114
CC[C@H](C)[C@@H](C(=O)OC)n1cc(CNC(=O)[C@@H](Cc2ccccc2)NC(=O)OCc2ccccc2)nn1	x	104	104	94	87	x	83	83	104
C/C(=N\Nc1nc2ccccc2s1)c1ccncn1	42	42	9.6*	23	4.4*	13	63	30	23
Cc1cn(C(C=O)OC(C=O)CO)c(=O)[nH]c1=O (stereo not given)	105	107	x	107	98	107	111	105	105
CCCCCCCCCCCCNCCC#N	97	97	94	104	71	88	94	82	103
O=[N+]([O-])c1ccc(N2CCCC(n3cccc3)C2)c([N+](=O)[O-])c1 (stereo not given)	100	97	108	101	82	x	99	87	107
N#Cc1c(-c2cccs2)cc(-c2ccccn2)[nH]c1=O	94	96	106	59	95	92	114	89	104
COc1ccc(-c2nnc(SCC(=O)NNC(=O)c3cc(OC)c(OC)c(OC)c3)o2)cc1	90	91	92	92	87	91	97	83	98
Clc1cc2nc(-c3cc(-c4ccc5c(c4)OCO5)n[nH]3)[nH]c2cc1Cl	77	85	90	86	48	59	60	78	61
COc1ccc(-c2cn3c(ccc4ccccc43)n2)cc1	88	98	121	96	87	81	116	93	98
CC(C)(C)C1=CC(=C2C=C(C(C)(C)C)C(=O)C(C(C)(C)C)=C2)C=C(C(C)(C)C)C1=O	101	89	104	111	87	93	102	78	102
Cc1nn(-c2ccccc2)cc1/C=N/Nc1nc(Nc2ccccc2)nc(Nc2ccc(S(N)(=O)=O)cc2)n1	-59*	-15*	-20*	76	0.8*	0.8*	-30*	-28*	-36*
COC(=O)C1=Nc2ccc(F)cc2/C1=C\c1sc(N)nc1O	100	91	102	106	70	94	85	72	100

# (more compounds)
SMILES,NCI-H226,NCI-H23,RXF 393,NCI/ADR-RES,NCI-H522,ACHN,A498,CAKI-1,NCI-H460
CCOC(=O)COc1ccc(/C(CC)=C(/CC)c2ccc(OCC(=O)OCC)cc2)cc1,96,99,107,100,110,97,88,97,106
O=Cc1cncc(-c2ccc3ncnc(N4CCc5cc(F)c(Cl)cc54)c3c2)c1,11,45,-7.2*,35,59,12,-30*,13,25
Cc1ccc(N)c(C(=O)O)c1,103,103,115,107,103,100,x,84,107
CC1=C(NCCN2CCCC2)C(=O)c2c(OCc3ccccc3)cccc2C1=O,94,93,84,90,93,99,36,72,97
CCOC(=O)CCCCc1ccc(C(=O)CCC(=O)O)cc1,95,96,112,112,86,x,104,x,108
O=C(NCc1ccccc1)C(O)C(Cc1ccccc1)N(Cc1ccccc1)Cc1ccccc1 (stereo not given),75,85,43,65,59,79,68,43,85
CC(C)C[C@H](NC(=O)Cn1ccc2ncccc2c1=O)B(O)O,93,101,106,109,89,93,90,93,105
Cc1ccc(CN(Cc2ccc(-c3ccccc3S(C)(=O)=NC#N)cc2)C(=O)c2ccccc2Cl)cc1 (stereo not given),73,81,74,65,75,76,55,70,67
Cc1cccc2c(=O)n3c(cc12)-c1[nH]c2ccccc2c1CC3,27,88,74,82,92,74,95,93,95
CCCNc1ncc2ncn(CCC)c2n1,115,102,139,104,107,110,132,117,117
COc1ccc(-c2cc(-c3ccc(OC)c(OC)c3)nc(SCCCC(=O)O)n2)cc1,92,98,111,95,88,92,97,88,100
Cc1ccc(S(=O)(=O)Oc2ccc(NC(=O)C3CCCCCC3)cc2)cc1,90,92,101,87,89,100,97,92,96
CC(=O)Oc1c(C(C)C)cccc1C(C)(C)C,112,92,121,102,100,114,85,104,106
Nc1c(Cl)cc2c(c1Br)C(=O)c1ccccc1C2=O,99,88,110,92,92,73,110,82,110
CC/C(=C/c1cccc(OC)c1OC)c1ccncc1,88,95,107,96,70,106,86,93,96
OC(CNC1CCCCC1)Cn1c2ccccc2c2ccccc21 (stereo not given),95,103,99,x,106,100,98,99,100
Nc1ccccc1C(=O)N/N=C/c1cccnc1,94,100,106,105,x,99,101,89,109
NCCNCc1ccncc1,107,105,109,110,106,101,x,x,116
O=C(CCc1nnc(-c2cc(O)c(O)c(O)c2)o1)c1nc2ccccc2[nH]1,x,89,126,101,87,97,85,94,104
O=C(O)CC1S/C(=N/N=C/c2nc3ccccc3s2)NC1=O (stereo not given),101,96,134,99,104,78,155,77,95
COc1ccc(C(=O)CSc2nc3ccccc3c(=O)n2CCc2ccccc2)cc1,92,97,99,91,90,96,55,79,97
c1ccc(-c2ncnc3ccccc23)cc1,99,95,118,102,101,101,x,96,x
CCOC(=O)[C@H](CCc1ccccc1)N[C@@H](C)C(=O)N1[C@H](C(=O)O)C[C@@H]2CCC[C@@H]21,100,102,107,101,107,99,92,92,109
COc1ccc(-c2cc(C(=O)N3N=C(c4ccccc4)CC3c3cc(-c4ccccc4)nn3-c3ccccc3)c3ccccc3n2)cc1 (stereo not given),91,91,107,103,94,102,106,x,106
CNC1C(OC2C(OC3C(O)C(O)C(N=C(N)N)C(O)C3N=C(N)N)OC(C)C2(O)/C=N/NC(N)=S)OC(CO)C(O)C1O (stereo not given),96,101,101,115,88,103,114,99,103

# Compound profiles, as listed above. Order of screens: NCI-H226, NCI-H23, RXF 393, NCI/ADR-RES, NCI-H522, ACHN, A498, CAKI-1, NCI-H460
# `CC/C(=C/c1cccc(OC)c1OC)c1ccncc1` is entered as 88, 95, 107, 96, 70, 106, 86, 93, 96
# `COc1c(F)cccc1/C=C/C(=O)/C=C(/C=C/c1cccc(F)c1OC)OB(F)F` is entered as 112, 99, 112, 104, 94, 105, 104, 101, 102
# `CC[C@H](C)[C@@H](C(=O)OC)n1cc(CNC(=O)[C@@H](Cc2ccccc2)NC(=O)OCc2ccccc2)nn1` is entered as x, 104, 104, 94, 87, x, 83, 83, 104

# Remaining list, next part
SMILES,NCI-H226,NCI-H23,RXF 393,NCI/ADR-RES,NCI-H522,ACHN,A498,CAKI-1,NCI-H460
Oc1nc(NCc2ccccc2)sc1/C=C1\C=Nc2ncccc21,62,52,-14*,74,35,29,63,75,82
N=C(N)c1ccc(-c2ccc(-c3ccc(-c4cccs4)s3)s2)cc1,93,99,81,99,100,102,21,106,22
C[C@H](NC(=O)C(C)(F)F)[C@H](Oc1ccc2c(cnn2-c2cccc(C(=O)NCCCCN)c2)c1)c1ccc2c(c1)OCCO2,85,110,93,87,69,96,106,65,85
O=C1C=CN2CC=CCC2C1[C@H](O)c1ccc(Br)cc1 (stereo not given in full),102,100,106,110,75,100,126,94,111
O=C(CSc1oc(-c2ccccc2)nc1S(=O)(=O)c1ccccc1)c1ccc(Cl)cc1,91,93,95,89,85,100,92,90,103
CCCCCCNc1cc(C)nc2ccc(OC)cc12,61,53,61,45,64,76,22,71,62
Cc1ccc(-c2oc(C=Nc3ccccc3)c([N+](=O)[O-])c2-c2ccc(C)cc2)cc1,100,76,83,90,73,84,85,87,88
C=CCCCCCCCCC(=O)OCCCC,103,106,105,111,x,104,120,121,112
COC(=O)C(CCC(=O)O)N1C(=O)c2ccccc2C1=O (stereo not given),87,103,116,106,92,102,x,98,109
CS(=O)(=O)Oc1ccc(Br)c2cccnc12,114,100,108,96,105,101,150,128,103
C=CC[C@]1(c2ccccc2)C(=O)C(=O)N(Cc2ccc(OC)cc2OC)[C@H]1c1ccc(C(F)(F)F)cc1,58,76,78,55,60,84,51,63,75
CCC#CC[C@H](O)C/C=C1/C(=O)C=C[C@@H]1C/C=C\CCCC(=O)OC,-63*,-13*,-74*,14,-90*,-83*,96,-18*,-35*
COc1cc(-c2nc(SCC(=O)Nc3nc4ccc(C)cc4s3)[nH]c(=O)c2C#N)cc(OC)c1OC,85,87,105,91,89,95,94,60,99
CC(C)[C@H](NS(=O)(=O)C1CCC(N=NC2CCC(N(C)C)CC2)CC1)C(=O)N[C@H](CCCNC(=O)CC(=O)Nc1ccccc1Oc1ncc(C(F)(F)F)cc1Cl)C(=O)NCCOCCOCC[C@H](O)N[C@H](CCNC(=O)c1ccc(N2CCN(Cc3ccc(Cl)cc3)CC2)c([N+](=O)[O-])c1)[C@H](O)NCCOCCOCC(=O)NC(CCCCNC(=O)CN1CCN(CC(=O)O)CCN(CC(=O)O)CCN(CC(=O)O)CC1)C(=O)O (stereo not given in full),88,96,95,96,86,100,101,95,100
COc1ccc2c(c1)/C(=C1/S/C(=N/c3nnc(C)s3)NC1=O)C(=O)N2Cc1ccc(Br)cc1,55,26,50,32,30,36,4.6*,x,6.1*
COC(=O)c1cncn1Cc1ccccc1,107,108,117,110,101,103,123,94,112
Nc1nonc1-c1nc2ccccc2n1CC(=O)NCc1ccc(F)cc1,94,105,102,103,94,101,100,103,103
COc1cc2c(c(OC)c1OC)CCC(c1cccc(C(=O)Nc3cccc(Cl)c3)c1)O2 (stereo not given),66,86,67,84,52,65,6.8*,85,85
Clc1ccc2c(N/N=C/c3c[nH]c4ccccc34)ccnc2c1,-52*,-88*,-87*,-72*,-78*,-98*,-94*,-98*,-87*
COc1ccc(/C=C(\C#N)c2ccccc2)cc1,90,96,x,78,90,97,79,78,99
O=c1[nH]c(-c2ccc(-n3c(=O)[nH]c4ccccc4c3=O)cc2)nc(=S)[nH]1,96,97,98,98,98,99,104,82,102
CN1CCC(=C2c3ccccc3C=Cc3ccccc32)CC1,96,84,52,76,39,84,99,95,93
